Compound activity deposited in PubChem by Johns Hopkins Ion Channel Center.
RGS4 inh = RGS4 inhibitors, primary screen, cell-based, HEK293 M3R inducible RGS4, calcium flux; Fluo-4 calcium flux; stronger effect = higher value; triggered by carbachol at its EC20; hit rate 0.45% among 310,000; AID 463165, 2010; B-score at 10 µM; Regulator of G-protein signaling 4 (Homo sapiens), P49798;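 active = B-score, a plate-corrected calcium signal, over three deviations above library mean, with baseline fluorescence within five deviations of library mean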;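 note: RGS4 expression induced by doxycycline in cells with stable M3 receptor; B-score is computed from the integrated fluorescence ratio over baseline after carbachol; higher B-score means a larger calcium signal and so more RGS4 inhibition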
Target sequence (P49798 whole entry, looked up): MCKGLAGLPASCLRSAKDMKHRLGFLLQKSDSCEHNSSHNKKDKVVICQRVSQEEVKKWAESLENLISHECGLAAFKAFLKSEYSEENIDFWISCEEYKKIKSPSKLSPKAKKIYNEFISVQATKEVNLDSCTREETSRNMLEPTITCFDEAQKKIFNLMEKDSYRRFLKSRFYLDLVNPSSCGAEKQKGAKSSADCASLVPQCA
ANO1 activ = TMEM16A chloride channel activators or potentiators, primary screen, cell-based, HTS. B-score at 10 µM. HEK293 TMEM16A/YFP-H148Q/I152L, iodide quench fluorescence; stronger effect = lower value. hit rate 0.3% among 340,000. Anoctamin-1 (Mus musculus), Q8BHY3;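 active = fluorescence-ratio B-score plate-corrected deviation score at least 3 library SD below zero, with starting fluorescence score within 5 deviations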;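 note: channel opened by trigger with iodide after compound preincubation; score built on the fluorescence ratio of max minus min over baseline; more negative score means more quench and so TMEM16A activation or potentiation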
hERG rescue = hERG rescue from dofetilide block, primary screen, cell-based, CHO-hERG, FluxOR thallium flux, dofetilide IC70; Voltage-gated inwardly rectifying potassium channel KCNH2 (Homo sapiens), Q12809; dofetilide IC70 present; activation (rescue from dofetilide block), less the hit threshold, % at 10 µM; hit rate 0.51% among 310,000; AID 1511, 2009;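 active = activation above the mean of controls blocked by dofetilide plus 5 SD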;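 note: thallium influx through hERG after potassium depolarization seen as dye fluorescence rise; in these data hits start at about 4.7%; inactives centre near -7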
MrgX1 ag = agonists of human MrgX1 receptor, primary screen, HEK293 cells, Fluo-4 calcium flux. Mas-related G-protein coupled receptor member X1 (Homo sapiens), Q96LB2. B-score at 10 µM. hit rate 0.44% among 310,000. Fluo-4 calcium fluorescence, agonist mode; stronger effect = higher value. AID 588627, 2011;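 active = calcium response B-score plate-corrected fluorescence ratio at least 3 library SD, with starting fluorescence B-score inside 5 SD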
Target sequence (Q96LB2 whole entry, looked up): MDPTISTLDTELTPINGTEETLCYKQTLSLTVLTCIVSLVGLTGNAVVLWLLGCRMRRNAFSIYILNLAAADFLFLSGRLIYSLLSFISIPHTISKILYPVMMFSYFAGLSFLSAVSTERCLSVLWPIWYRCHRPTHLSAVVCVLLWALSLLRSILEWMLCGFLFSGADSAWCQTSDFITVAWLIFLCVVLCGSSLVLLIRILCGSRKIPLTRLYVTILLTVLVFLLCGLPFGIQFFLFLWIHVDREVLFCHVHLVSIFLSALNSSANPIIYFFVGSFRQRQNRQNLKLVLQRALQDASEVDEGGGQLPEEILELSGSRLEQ
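System – MrgX1-expressing HEK293 cells · Incubation – cells plated overnight, dye loaded 0.5 h 37 °C, 0.5 h room temperature · Technique – kinetic Fluo-4 NW fluorescence of intracellular calcium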
KCNQ1 act = potentiators or activators of KCNQ1 channel, primary screen, cell-based, thallium flux, high-throughput | hit rate 0.35% among 310,000 | Potassium voltage-gated channel subfamily KQT member 1 (Homo sapiens), P51787 | B-score at 10 µM | CHO-K1 KCNQ1, thallium flux FluxOR fluorescence; stronger effect = higher value;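 active = fluorescence ratio B-score, a plate-corrected score, at least three library SD, with initial intensity B-score within 5 SD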
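System: CHO-K1 cells stably expressing KCNQ1 / Medium: assay buffer for compound exposure, DMSO matched across wells / Reagent: thallium- and potassium-containing depolarizing buffer / Compound: one concentration, matched DMSO / Incubation: 20 min compound pretreatment at room temperature / Measured by: kinetic FluxOR fluorescence, 10 s baseline plus 110 s post-stimulus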
KCNK3 inh = human KCNK3 channel inhibitors, primary screen, CHO cells, FluxOR thallium flux, B-score | hit rate 0.84% among 340,000 | B-score at 10 µM | FluxOR fluorescence; stronger effect = lower value | Potassium channel subfamily K member 3 (Homo sapiens), O14649;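 active = B-score under library mean minus 4 SD, starting fluorescence ratio at most library mean plus 5 SD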;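 note: more negative B-score means stronger inhibition of thallium flux through KCNK3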
Target sequence (O14649 whole entry, looked up): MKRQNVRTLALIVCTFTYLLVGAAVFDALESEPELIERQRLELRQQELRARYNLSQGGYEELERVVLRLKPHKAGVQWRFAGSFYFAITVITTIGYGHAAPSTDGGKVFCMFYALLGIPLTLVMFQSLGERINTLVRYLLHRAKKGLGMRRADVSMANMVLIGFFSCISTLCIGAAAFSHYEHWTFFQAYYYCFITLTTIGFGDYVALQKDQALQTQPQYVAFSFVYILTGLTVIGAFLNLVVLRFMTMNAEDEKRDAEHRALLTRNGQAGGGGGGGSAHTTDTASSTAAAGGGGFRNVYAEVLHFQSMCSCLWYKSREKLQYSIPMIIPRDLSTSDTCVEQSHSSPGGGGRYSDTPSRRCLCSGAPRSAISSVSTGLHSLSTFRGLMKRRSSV
KCNK9 inh = KCNK9 potassium channel inhibitors, primary screen, HEK293 cells, thallium flux; B-score at 10 µM; Potassium channel subfamily K member 9 (Homo sapiens), Q9NPC2; hit rate 1.2% among 310,000; FluxOR thallium flux fluorescence; stronger effect = lower value;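 active = ratio B-score over 3 SD below the library mean, with starting fluorescence within 5 SD of its mean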;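 note: negative B-score means less thallium flux so channel inhibition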
RGS4 act = RGS4 potentiators or activators, primary screen, cell-based, HEK293 M3R inducible RGS4, calcium flux. carbachol calcium flux Fluo4; stronger effect = lower value. B-score at 10 µM. hit rate 0.92% among 310,000. AID 463111, 2010;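 active = B-score of the integrated calcium signal more than 4 SD below the library mean, with starting fluorescence not abnormally high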;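 note: negative B-score means reduced calcium response which marks RGS4 activation or potentiation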
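Assay system: HEK293 FlpIn-TREx cells, stable M3R, doxycycline-inducible RGS4 / Probe or stimulus: carbachol, ECmax concentration / Times: overnight RGS4 induction, 30 min dye load 37 °C, 20 min compound RT / Signal: kinetic calcium fluorescence imaging with Fluo4-AM dye, 2 µM / Measure: Agonist-evoked peak-minus-minimum fluorescence over baseline, integrated ratio, B score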
MrgX1 PAM = positive allosteric modulators of MrgX1, primary screen, HEK293 cells, Fluo-4 calcium flux; FDSS; stronger effect = higher value; Mas-related G-protein coupled receptor member X1 (Homo sapiens), Q96LB2; B-score at 10 µM; hit rate 0.63% among 310,000;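 active = plate-corrected calcium response at least 3 library SD above typical, normal starting fluorescence, not activating the receptor alone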;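 note: compound read alongside a low EC10 to EC30 dose of BAM8-22 agonist; peak minus trough fluorescence over baseline measured at the second addition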
KCNQ1 inh = inhibitors of human KCNQ1 channel, primary screen, cell-based, thallium flux, high-throughput; Potassium voltage-gated channel subfamily KQT member 1 (Homo sapiens), P51787; CHO-K1 KCNQ1, FluxOR thallium flux fluorescence; stronger effect = higher value; B-score at 10 µM; hit rate 1.3% among 310,000; AID 2642, 2010;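 active = compounds whose thallium flux B-score, printed positive for inhibition, exceeds three library SD while starting fluorescence stays within three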;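 note: channel opened by potassium depolarization with thallium stimulus after 20 min compound exposure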
TMEM16A inh = TMEM16A chloride channel inhibitors, primary screen, cell-based, HTS. hit rate 1.2% among 310,000. Anoctamin-1 (Mus musculus), Q8BHY3. normalized B-score (activity score, 25-100; higher = stronger inhibition) at 10 µM. AID 588511, 2011. HEK293 TMEM16A/YFP iodide influx fluorescence, ionomycin;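 active = ratio plate-corrected score three or more library SD toward inhibition, starting fluorescence score within five deviations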;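 note: score derived from kinetic fluorescence span divided by baseline fluorescence per well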
Active calls of the source: *; i = inactive; . = not tested or not shown. Rows are unselected. Share with any hit: about 6.3%.

molecule	RGS4 inh	ANO1 activ	hERG rescue	MrgX1 ag	KCNQ1 act	KCNK3 inh	KCNK9 inh	RGS4 act	MrgX1 PAM	KCNQ1 inh	TMEM16A inh
CCOC(=O)COc1cc(=O)n(CC)c2ccccc12	i	i	-3.5	i	i	i	i	i	i	i	i
CC(C)CNC(=O)c1ccc(NC(=O)c2ccccc2[N+](=O)[O-])cc1	i	i	-5.0	i	i	i	i	i	i	i	i
COc1ccc(OC)c(CNc2nc3ccccc3n2CCN2CCCCC2)c1	i	i	-12.9	i	i	i	i	i	i	i	i
COc1cccc(C(=O)NCCS(=O)(=O)NCC2CCCO2)c1 (centres undefined)	i	i	-5.7	i	i	i	i	i	i	i	i
CCCC(=O)C1=C(O)C(C(=O)OC)C(C)(C)CC1=Nc1ccccc1 (centres undefined)	i	i	-8.9	i	i	i	i	i	i	i	i
CCOc1cc(C(=O)OCC(=O)Nc2cc(C)on2)ccc1OCC(C)C	i	i	-9.2	i	i	i	i	i	i	i	i
COc1ccccc1N1CCN(C(=O)Nc2cccc(C)c2)CC1	.	i	.	i	.	i	.	.	i	.	i
Cc1cc(C)n(CC(C)Nc2nc3nonc3nc2N2CCCCC2)n1 (centres undefined)	i	i	-7.2	i	i	i	i	i	i	i	i
N/C(=N\OC(=O)c1cnn(-c2ccccc2)c1C(F)(F)F)c1ccc(C(F)(F)F)cc1	i	i	-1.9	i	i	i	i	i	i	i	i
O=C(NCCCN1CCOCC1)c1cccc(S(=O)(=O)N2CCc3ccccc3C2)c1	i	i	-7.4	i	i	i	i	i	i	i	i
CCCC1C(=O)N(c2ccccc2)C1c1ccccc1 (centres undefined)	i	i	-6.4	i	i	i	i	i	i	i	i
C=CCN(C(=O)c1csnn1)C(C(=O)NCc1ccc(F)cc1)c1ccccc1 (centres undefined)	i	i	-3.1	i	i	i	i	i	i	i	i
CCCCCc1nnc(NC(=O)C2COc3ccccc3O2)s1 (centres undefined)	i	i	-16.1	i	i	i	i	i	i	i	i
CCS(=O)(=O)c1nc(S(=O)(=O)c2ccc(C)cc2)c(NCCCN2CCOCC2)s1	i	i	-4.3	i	i	i	i	i	i	i	i
Oc1ccccc1-c1nc(NCc2cccnc2)c2ccccc2n1	i	i	-4.9	i	i	i	i	i	i	i	i
O=C(c1ccc(N2CCN(S(=O)(=O)c3ccccc3)CC2)c([N+](=O)[O-])c1)N1CCOCC1	i	i	-4.4	i	i	i	i	i	i	i	i
COC(=O)c1cc(-c2ccc(Cl)cc2Cl)n[nH]1	i	i	-7.6	i	i	i	i	i	i	i	i
CN(Cc1ccccn1)C(=O)C1CCC(=O)N(Cc2cccc(C(F)(F)F)c2)C1 (centres undefined)	i	i	-0.7	i	i	i	i	i	i	i	i
Cc1sc2ncn(CC(=O)OC(C)C(=O)NC(C)(C)C)c(=O)c2c1C (centres undefined)	i	.	-5.9	i	i	i	i	i	i	i	i
COC(=O)c1sccc1NC(=O)C1CC(C)=C(C)CC1C(=O)O (centres undefined)	i	i	-8.8	i	i	i	i	i	i	i	i
Cc1nc(C)c(Cc2ccccc2Cl)c(=O)[nH]1	i	i	-3.1	i	i	i	i	i	i	i	i
COc1ccccc1NC(=O)N1CCN(c2ncccn2)CC1	i	i	-9.5	i	i	i	i	i	i	i	i
OCC[C@@H]1C[C@@H](O)[C@H](O)[C@]2(Cc3ccccc3CCO2)O1	i	i	-5.9	i	i	i	i	i	i	i	i
CCOc1ccccc1N1CCN(Cc2ccc(OC)c(OC)c2OC)CC1	i	i	-10.3	i	i	i	i	i	i	i	i
COc1ccc(OC)c2c1nc1n2CCS1	i	i	-10.4	i	i	i	i	i	i	i	i
Cn1c(SCc2ccccc2)nnc1-c1ccc2nonc2c1	i	i	0.7	i	i	i	i	i	i	i	i
CC(C)(C)n1nnnc1C(c1cccs1)N(Cc1ccccc1)Cc1cccnc1 (centres undefined)	i	.	-10.8	i	i	i	-12.8*	i	i	i	i
O=C(CCSc1ccccc1)Nc1nnc(-c2ccccc2)o1	i	i	-6.5	i	i	i	i	i	i	i	i
COc1ccc(NC2SC(=O)N(C)C2=O)cc1 (centres undefined)	i	i	-7.9	i	i	i	i	i	i	i	i
Cc1cc(-c2ccc(Cl)cc2)n2nc(N)nc2n1	i	i	-9.4	i	i	i	i	i	i	i	i
COc1ccccc1CN(C)C(=O)c1cc2ccccc2o1	i	i	-3.6	i	i	i	i	i	i	i	i
COc1ccc(C(=O)N2CC=C(c3ccccc3)CC2)cc1S(=O)(=O)N1CCOCC1	i	i	-8.2	i	i	i	i	i	i	i	i
O=C(CSc1ncnc2nc[nH]c12)c1ccccc1	i	i	-7.0	i	i	i	i	i	i	i	i
COc1ccccc1NC(=S)NCCN1CCOCC1	i	i	-9.2	i	i	i	i	i	i	i	i
CCCN1CCN(S(=O)(=O)c2ccc(OC)c(Br)c2)CC1	i	i	-0.9	i	i	i	i	i	i	i	i
O=C(Nc1c(-c2ccccc2)nc2ccccn12)c1ccco1	i	i	-18.5	i	i	i	i	i	i	i	i
CC(=O)c1cccc(NC(=O)CCCSc2ccccc2)c1	i	i	-10.5	i	i	i	i	i	i	i	i
CN(C)C(=O)c1nnsc1Sc1ccc(Cl)cc1	i	i	-4.8	i	i	i	i	i	i	i	i
CNC(=O)c1cc2c(=O)n3cccc(C)c3nc2n(C(C)C)c1=N	i	i	-8.5	i	i	i	i	i	i	i	i
COc1ccc(N=Nc2c(C)[nH][nH]c2=O)cc1	i	i	-4.7	i	i	i	i	i	i	i	i
COc1cc(/C=C/C(=O)OCC(=O)N2CCN(C(=O)c3ccco3)CC2)ccc1O	i	i	-11.6	i	i	i	i	i	i	i	i
O=C(Nc1ccccc1N1CCN(C(=O)c2ccccc2)CC1)c1cccc(Cl)c1	i	i	-12.1	i	i	i	i	i	i	i	i
C=CCNC(=S)N/N=C/c1ccc(C(C)(C)C)cc1	i	i	-13.7	.	i	i	i	i	.	i	.
COc1ccc(OC)c(S(=O)(=O)NCCc2csc(-c3cccnc3)n2)c1	i	i	0.9	i	i	i	i	i	i	i	i
O=C(Nc1nc2ccccc2[nH]1)c1ccc(Cl)c([N+](=O)[O-])c1	i	i	-6.3	i	i	i	i	i	i	i	i
COc1ccccc1N1CCN(C(=O)C2CCC(Cn3c(=S)[nH]c4ccccc4c3=O)CC2)CC1 (centres undefined)	i	i	-11.9	i	i	i	i	i	i	i	i
Cc1cccc(N2CCN(C(=O)c3c(-c4ccccc4Cl)noc3C)CC2)c1C	i	i	-8.7	i	i	i	i	i	i	i	i
CC(C)NC(=S)N/N=C/c1cccs1	i	i	-4.0	i	i	i	i	i	i	i	i
O=C(Nc1ccc(COc2ccccc2)cc1)Nc1cccc(C(=O)O)c1	i	i	-5.0	i	i	i	i	i	i	i	i
COC(=O)c1ccc(CSc2nc3c(c(=O)n2-c2ccc(C)cc2)SCC3)o1	i	i	-6.8	i	i	i	i	i	i	i	i
O=C(NCCc1c[nH]c2ccccc12)/C(=C\c1cccnc1)NC(=O)c1ccccc1Br	i	i	-6.2	i	i	i	i	i	i	i	i
Cn1c(-c2ccccn2)[n+](C)c2ccccc21	i	i	-7.9	i	i	i	i	i	i	i	i
COc1ccc(C(=O)Nc2nc3c(s2)Cc2cc(OC)ccc2-3)cc1	i	i	-5.9	i	i	i	i	i	i	i	i
Cn1nnnc1SCc1c(F)cccc1F	i	i	-7.4	i	i	i	i	i	i	i	i
COc1cc(Cl)c(C)cc1NC(=O)c1cc(S(=O)(=O)N(C)C)ccc1N1CCCC1	i	i	-5.1	i	i	i	i	i	i	i	i
CCOc1ccccc1CNC(=O)c1ccc2c(c1)N(CC)CCS2	i	i	-11.9	i	i	i	i	i	i	i	i
CC1CN(c2ccccc2)CCN1C(=O)c1cc(COc2c(F)cccc2F)on1 (centres undefined)	i	i	-9.3	i	i	i	i	i	i	i	i
Cc1cc(C)cc(OCC(=O)N/N=C/c2ccncc2)c1	i	i	-5.0	i	i	i	i	i	i	i	i
O=C(Nc1ccccc1)c1sccc1Oc1ccc([N+](=O)[O-])cc1F	i	i	-9.4	i	i	-8.97*	i	i	i	i	i
Cc1cccn2c(=O)c(C=O)c(N3CCCCCC3)nc12	i	i	-12.1	i	i	i	i	i	i	i	i

The list continues:
molecule	RGS4 inh	ANO1 activ	hERG rescue	MrgX1 ag	KCNQ1 act	KCNK3 inh	KCNK9 inh	RGS4 act	MrgX1 PAM	KCNQ1 inh	TMEM16A inh
CC1CN(Cc2cn(C)nc2-c2ccc(Oc3ccccc3)cc2)CCN1C (centres undefined)	i	i	-7.2	i	i	i	i	i	i	i	i
CCOC(=O)c1sc2nc(C)nc(NCc3ccccc3)c2c1C	i	i	-7.7	i	i	i	i	i	i	i	i
Cn1c(N)cc(-c2ccc(F)cc2)c(C#N)c1=O	i	i	-0.5	i	i	i	i	i	i	i	i
CN(C)c1ccc(N=C/C=C2\N(C)c3ccccc3C2(C)C)cc1	i	i	-16.5	i	i	i	i	i	7.22*	14*	i
OCC1(CCOc2ccccc2)CCN(Cc2ccc3c(c2)OCCO3)CC1	i	i	-14.3	i	i	i	i	i	i	i	i
COc1cccc(C(=O)NCCNC(=O)c2ccc(C)nc2)c1	i	i	-4.4	i	i	i	i	i	i	i	i
